Bcl-W Bim block = inhibitors of Bim-Bcl-W interaction, human | Q92843 | AID 952 | bead-based flow cytometry, Bim peptide-Bcl-W binding | inhibition, % at 10 µM | hit rate 0.02% among 190,000;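 further: 0% = bound tracer without compound and 100% = peptide blocker; higher means less fluorescent Bim peptide bound to Bcl-W beads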
Target sequence (Q92843 whole entry, looked up): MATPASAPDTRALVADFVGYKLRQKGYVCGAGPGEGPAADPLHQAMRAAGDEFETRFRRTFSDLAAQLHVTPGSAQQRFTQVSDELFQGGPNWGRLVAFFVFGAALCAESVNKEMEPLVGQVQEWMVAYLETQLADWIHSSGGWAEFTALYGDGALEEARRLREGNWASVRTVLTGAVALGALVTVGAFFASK
Bim-Bfl-1 = disrupts Bim binding to human Bfl-1; Q16548; Bead-based flow cytometry, Bim-Bfl-1 binding inhibition; inhibition, % at 10 µM; hit rate 0.12% among 190,000; AID 1008;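 further: 0% = wells without compound plus tracer and 100% = blocker peptide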
Bcl-XL Bim block = human Bim-Bcl-XL interaction inhibition. Q07817. Bim peptide-Bcl-XL binding, bead flow cytometry, fluorescence. inhibition, % at 10 µM. hit rate 0.04% among 190,000
Target sequence (Q07817 whole entry, looked up): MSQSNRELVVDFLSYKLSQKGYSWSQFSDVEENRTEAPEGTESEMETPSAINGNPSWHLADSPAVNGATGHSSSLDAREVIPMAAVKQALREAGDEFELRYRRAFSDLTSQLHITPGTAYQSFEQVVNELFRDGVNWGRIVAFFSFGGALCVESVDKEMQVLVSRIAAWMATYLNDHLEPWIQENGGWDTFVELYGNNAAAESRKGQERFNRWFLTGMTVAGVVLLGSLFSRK
Avidin bead fluor = avidin bead compound fluorescence profile; Avidin beads, compound fluorescence 488/530 nm, flow cytometry; hits give high values; fluorescence (KMESF) at 10 µM; hit rate 0.38% among 220,000; AID 1775; in the data active means fluorescence above about 47; further: inactives centre near 10
RGS7-Gao reg = modulates binding of RGS7 to human Galphao | P09471 | Multiplexed bead flow cytometry; actives lie on both sides | hit rate 0.35% among 220,000 | binding response (% of control), % at 10 µM; in the data active means binding response below about 49% or above about 150%; inconclusive means no clear call, values can overlap the other calls; inactive means in between;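 further: fluorescent Galphao held in activated GDP-AlF4 state binding bead-coupled RGS7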
GSH fluor = compound fluoresces at 488/530 nm on GSH beads. GSH beads flow cytometry, compound fluorescence 488/530 nm; hits give high values. fluorescence (KMESF) at 10 µM. hit rate 0.25% among 190,000. AID 1776; in the data active means fluorescence above about 89;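 further: glutathione beads carrying GST-tagged Bcl family fusion proteins plus one bare bead set; values are compound well signal with DMSO vehicle wells as background; inactives centre near 16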
Bcl-2 Bim block = human Bim-Bcl-2 interaction inhibition; P10415; Bead-based flow cytometry, Bim peptide-Bcl-2 binding; inhibition, % at 10 µM; hit rate 0.06% among 190,000; AID 950; in the data active means inhibition above about 40%; inconclusive means no clear call, values can overlap the other calls;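 further: 0% = no compound wells with probe peptide and 100% = reference peptide inhibitor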
ABCB1 block = inhibitors of human ABCB1 transporter, ABCG2 counter-screen. AID 1326. CCRF-Adr cells, JC-1 efflux, flow cytometry. inhibition, % at 6.6 µM. P08183. hit rate 0.067% among 190,000; in the data active means inhibition above about 40%;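 further: 0% = vehicle and 100% = reference inhibitor; higher value means more JC-1 retained so stronger ABCB1 efflux block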
Bim-Bcl-B = inhibitors of Bim-Bcl-B interaction, human; Q9HD36; bead-based flow cytometry, Bim peptide-Bcl-B binding; inhibition, % at 10 µM; hit rate 0.073% among 190,000;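 further: 0% = tracer peptide without compound and 100% = reference inhibitor peptide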
ABCG2 inh = blocks JC-1 efflux by human ABCG2 transporter. Q9UNQ0. inhibition, % at 6.6 µM. hit rate 0.1% among 190,000. IgMXP3 cells, flow cytometry;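 active means inhibition above 80%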;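 further: 0% = DMSO and 100% = nicardipine control wells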
Target sequence (Q9UNQ0 whole entry, looked up): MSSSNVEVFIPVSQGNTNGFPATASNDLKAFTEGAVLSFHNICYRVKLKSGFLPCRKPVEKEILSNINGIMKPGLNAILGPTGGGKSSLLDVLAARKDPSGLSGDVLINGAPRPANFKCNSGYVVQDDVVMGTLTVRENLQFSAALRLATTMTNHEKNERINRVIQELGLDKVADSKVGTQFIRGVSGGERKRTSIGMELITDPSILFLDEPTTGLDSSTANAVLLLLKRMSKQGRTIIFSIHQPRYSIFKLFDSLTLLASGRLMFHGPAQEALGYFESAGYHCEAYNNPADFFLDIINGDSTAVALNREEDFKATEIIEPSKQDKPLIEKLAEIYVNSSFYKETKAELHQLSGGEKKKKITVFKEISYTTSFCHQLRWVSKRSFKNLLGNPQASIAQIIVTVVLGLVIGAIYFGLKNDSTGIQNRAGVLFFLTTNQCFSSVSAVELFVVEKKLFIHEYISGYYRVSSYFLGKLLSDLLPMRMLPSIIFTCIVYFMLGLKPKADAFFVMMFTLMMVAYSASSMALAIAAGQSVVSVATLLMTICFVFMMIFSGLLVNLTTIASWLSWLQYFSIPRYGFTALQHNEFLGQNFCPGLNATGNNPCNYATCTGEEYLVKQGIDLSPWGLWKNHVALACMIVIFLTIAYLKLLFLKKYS
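Assay system – ABCG2 IgMXP3 and barcoded ABCB1 CCRF-Adr cell mix · Input – 3 million cells/mL in well · Reagent – JC-1 fluorescent substrate · Compound – single test compound dose, 6.6 µM final · Timing – 10 min exposure at 25 °C with rotation, no wash · Detection – flow cytometry of retained JC-1 fluorescence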
RGS4-Gao reg = human RGS4-Galphao interaction regulation; Multiplexed bead flow cytometry, RGS4-Galphao binding; actives lie on both sides; hit rate 0.33% among 220,000; P09471; binding response (% of control), % at 10 µM; in the data active means binding response below about 49% or above about 150%; inactive means in between;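 further: fluorescent Galphao activated with aluminum fluoride binding bead-coupled RGS4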
Starred values were filed as active, the others as inactive; ? = inconclusive; . = not tested or not shown. Unless noted, no stated cut-off is given here; in the data, active means inhibition above about 40%.

SMILES	Bcl-W Bim block	Bim-Bfl-1	Bcl-XL Bim block	Avidin bead fluor	RGS7-Gao reg	GSH fluor	Bcl-2 Bim block	ABCB1 block	Bim-Bcl-B	ABCG2 inh	RGS4-Gao reg
COc1ccc2c(c1OC)C(=O)OC2CC(=O)c1ccc(O)cc1 (stereo unspecified)	-4	-1	-5	28	100	24	1	0.1	-3	9	99
CCOC(=O)N1CCN(c2cc(=O)n(-c3ccc(Br)cc3)c(=O)[nH]2)CC1	0	-5	-4	5	104	20	0	-2.3	-1	-2	107
O=C(c1ccccc1)c1ccc(OCCn2cnc3ccccc3c2=O)cc1	0	-1	0	39	103	12	-1	0.2	-1	1	100
O=C(CSc1nc2ccccc2c(=O)n1-c1ccccc1)N/N=C/C=C/c1ccccc1[N+](=O)[O-]	0	0	0	5	110	21	11	0.1	5	0	99
Clc1ccc(/C(Cc2nc3ccccc3[nH]2)=N\Nc2ccccc2)cc1	0	-5	-2	6	99	20	-4	0.6	-5	5	98
O=C(O)C1CN(C(=O)c2cccc(Br)c2)C1	-3	-6	-1	7	113	17	-6	1.0	-3	1	109
Cc1ccc(Nc2cc(C)nc(N3CCOCC3)n2)cc1	-1	0	-2	39	104	12	-1	0.8	-2	6	103
Cc1ccccc1C(=O)Oc1cc(N)n(S(C)(=O)=O)n1	0	-5	-3	8	101	9	-1	0.1	-1	1	98
CCCn1nnc2sc3c(c2c1=O)CCC(C)C3 (stereo unspecified)	-2	-7	-5	8	99	63	-1	0.5	-2	5	100
CCCc1cc2c(=O)n(NC(=O)c3nn(C)cc3[N+](=O)[O-])c(C)nc2s1	-5	-5	-3	15	103	14	-16	0.6	-7	11	104
O=C1CN(C(=O)COc2cccc(F)c2)c2ccccc2N1	-5	-4	-8	24	98	11	-4	0.2	-8	12	103
COC(F)(C(=O)Nc1ccc2c(c1)C(=O)NC2=O)C(F)(F)F (stereo unspecified)	3	-6	-3	6	101	53	-7	0.8	-7	6	103
Cc1ccc(C(=O)NC(NC(=O)c2ccc(C)cc2)c2cccc([N+](=O)[O-])c2)cc1	-1	-1	0	14	100	11	-6	1.5	-3	26	101
Cc1ccc(NC(=O)CSc2nn(-c3ccccc3)c(=S)s2)cc1S(=O)(=O)N(C)C	-8	-8	-9	14	94	13	-6	-0.2	-8	-1	98
C=CCn1c(SCC(=O)N2CCN(c3ccc(F)cc3)CC2)nnc1-c1cccs1	-2	-12	-7	7	99	13	-10	0.7	-9	2	100

Brought forward from above: two compounds, followed by the next part.
SMILES	Bcl-W Bim block	Bim-Bfl-1	Bcl-XL Bim block	Avidin bead fluor	RGS7-Gao reg	GSH fluor	Bcl-2 Bim block	ABCB1 block	Bim-Bcl-B	ABCG2 inh	RGS4-Gao reg
Cc1ccc(NC(=O)CSc2nn(-c3ccccc3)c(=S)s2)cc1S(=O)(=O)N(C)C	-8	-8	-9	14	94	13	-6	-0.2	-8	-1	98
C=CCn1c(SCC(=O)N2CCN(c3ccc(F)cc3)CC2)nnc1-c1cccs1	-2	-12	-7	7	99	13	-10	0.7	-9	2	100
O=S(=O)(NCCc1ccc(F)cc1)c1cccc2cccnc12	-2	0	-2	10	103	19	0	0.1	-7	0	102
O=C1CC(N2CCN(c3ncccn3)CC2)C(=O)N1CCc1ccccc1 (stereo unspecified)	3	-4	-1	12	105	14	5	1.3	0	3	106
CCC(NC(=O)/C(=C\c1ccc2c(c1)OCO2)NC(C)=O)C(=O)O (stereo unspecified)	0	-5	-2	16	97	7	1	0.3	-2	2	102
COc1ccc(-c2nc(NC(=O)C3=NN(c4cccc(C)c4)C(=O)CC3)sc2C)cc1	0	-1	0	11	102	18	-2	0.8	-4	5	103
CCC(=O)NCCc1nc2ccccc2n1CC(=O)c1ccccc1	-3	0	-6	.	.	17	1	2.0	-5	7	.
COc1cccc(-n2c(CNC(=O)OC(C)(C)C)n[nH]c2=S)c1	-8	-9	-16	9	101	57	-8	0.3	-7	0	92
Cc1cc(C)n(-c2nc3ccccc3c3nc(C)nn23)n1	0	-11	-6	7	99	14	-8	0.8	-5	3	102
CCc1cc2c(=O)n(Cc3ccco3)c(SCC(=O)N3CCCc4ccccc43)nc2s1	-4	-2	4	2	90	47	0	3.1	-4	3	80
CC(c1ccccc1)N1CCC(CNC(=S)Nc2cccc(Cl)c2)C1 (stereo unspecified)	-7	-5	-6	6	106	16	-2	2.7	-12	8	104
CC(=O)CC(=O)Nc1ncccn1	-1	-3	0	13	?	14	-3	0.4	-2	2	100
COC(=O)CC1NCCNC1=O (stereo unspecified)	-2	-12	-7	10	101	14	-11	0.1	-15	0	101
Cc1occc1C(=O)NNC(=O)COc1ccc(Br)cc1Br	-6	-3	-7	1	91	8	-4	-0.1	-5	2	90
COc1ccc(CCN2C(=O)c3ccncc3C2=O)cc1OC	-1	3	2	7	101	22	0	0.3	-1	17	102
CCn1nc(C)c(CN2CCc3c([nH]c4ccccc34)C2c2ccc(F)c(OC)c2)c1C (stereo unspecified)	-1	-4	-5	21	118	17	-4	5.7	-4	8	106
Cc1ccc(NC(=O)c2cc3ccccc3oc2=O)cc1S(=O)(=O)N(C)C	0	0	0	11	102	15	1	0.5	-7	8	95
CCC(C)(C)NC(=O)C(c1ccc(F)cc1)N(Cc1cccc(OC)c1)C(=O)c1cnccn1 (stereo unspecified)	0	-7	0	11	101	12	-1	0.2	-5	0	102
c1cnc(Sc2ccc3nnnn3n2)nc1	-3	-3	-2	11	101	13	0	-0.3	-3	-2	97
CSc1nc(SC)c2c3c(oc2n1)COC(C)(C)C3	-6	-2	-7	35	103	25	-2	0.8	-6	22	101
COc1ccc(/C=N/Nc2cc(C)nc(N)n2)cc1	-3	-3	-1	2	105	6	-5	1.1	-8	3	113
Cc1ncc(CO)c(/C=N/NC(=S)Nc2ccc(F)cc2)c1O	2	7	0	6	102	7	4	0.3	-24	4	98
Cc1nnsc1C(=O)NC1CCCCC1	0	0	0	14	103	24	-1	0.7	-3	2	103
Cc1cc(C2N=C(N)Nc3nc4ccccc4n32)c(C)n1-c1ccccc1Cl (stereo unspecified)	0	-12	-12	15	104	26	-8	0.1	-8	1	100
CC(=O)Nc1ccc(Nc2nc(C)c([N+](=O)[O-])c(Nc3ccc(NC(C)=O)cc3)n2)cc1	-5	-9	-2	22	98	9	-6	-0.5	-8	34	98
Cc1ccc(C)c2nc(SCC(=O)N3CCCc4ccccc43)c(C#N)cc12	-4	1	-4	33	98	17	0	0.2	-16	1	94
COc1cc(/C=N\NC(=O)Cn2nnc3ccccc32)cc(OC)c1OC	6	-9	0	8	115	13	-5	0.7	0	7	108
O=C(CSc1ncnc2c1nnn2Cc1ccccc1)NC1CCCC1	-10	-2	-11	25	94	9	-3	1.0	-5	3	93
COc1ccc(C2Nc3ccccc3C(=O)N2c2ccc(F)cc2)cc1CSc1ccccn1 (stereo unspecified)	-4	-13	-8	15	105	18	-8	0.1	-7	0	108
O=c1cnnc(SCc2ccc([N+](=O)[O-])cc2)[nH]1	0	-5	-2	7	100	23	-3	1.1	-9	1	99
Cc1ccnc(SCC(=O)N2CCN(C(c3ccccc3)c3ccccc3)CC2)n1	1	-9	-2	5	114	19	-2	0.1	-12	0	110
CC(C)OCCCNC(=O)c1ccc2c(c1)ncn2C1CCCC1	-3	-4	-2	6	105	13	0	0.0	-7	1	108
Cc1nc2ccc(Cl)cc2c(-c2ccccc2)c1CC(=O)O	-3	7	-4	14	100	9	0	0.1	0	10	102
Cc1cccc(C)c1NC(=O)NCCSc1snnc1C	0	-5	-2	8	101	16	0	0.2	-3	1	100
CC1=CC(C)(C)N(C(=O)CSc2ncn[nH]2)c2ccccc21	2	-11	0	13	106	52	-10	0.2	-8	0	106
COc1ccc(-c2csc(NC(=O)c3cc(C)on3)c2C#N)cc1OC	-1	1	-4	17	96	27	0	0.1	-5	1	98
Clc1ccc(OCc2nnc(SCCN3CCCCC3)n2Cc2ccco2)cc1	-2	3	-2	13	93	11	2	0.5	-2	1	88
CSc1ccc(/C=N/N2CCN(Cc3ccc(Cl)cc3)CC2)cc1	0	-6	-2	6	100	14	-5	-0.2	-2	4	100
N#Cc1ccc(CSc2nnc(NC(=O)CN3C(=O)C4CC=CCC4C3=O)s2)cc1 (stereo unspecified)	5	-9	8	15	101	42	-6	0.0	-4	17	103
CCOC(=O)N1CCN(C(=O)CS(=O)Cc2nc(-c3cccc(C)c3)oc2C)CC1 (stereo unspecified)	-5	-8	-11	24	99	15	-2	1.3	-8	7	98
c1cc(CNC2=NCCCCC2)ccn1	0	0	2	10	110	55	1	0.6	1	0	110
Cc1ccc(/C(N)=N/OC(=O)c2cccs2)cc1	0	-16	-1	12	94	13	-5	0.1	-2	6	93
Cc1cccc(N(CC(=O)Nc2ccc(F)cc2)S(C)(=O)=O)c1	0	-15	-3	13	92	35	-11	0.3	-9	6	98
C=CCC(Nc1ccco1)c1ccccc1 (stereo unspecified)	-1	-7	-5	16	100	28	-4	0.5	-7	2	98
CCC(=O)c1c(OCc2ccccc2)ccc2c(C)cc(=O)oc12	-3	-4	-6	12	99	10	-4	1.4	-1	9	98
O=C(c1cccs1)N1CCN(c2ccccc2)CC1	-1	-7	-5	12	?	12	0	1.0	0	13	102
COc1ccc(-c2ccnc3c(C#N)cnn23)cc1	0	-1	2	5	94	18	-3	-0.4	0	6	100
CCOC(=O)c1c(C)[nH]c(C(=O)/C(C#N)=C/c2ccc(OCC)cc2)c1C	-4	0	0	22	100	10	-1	0.5	-1	37	102
COc1ccc(NC(=S)NCCCN2CCCC2=O)c(OC)c1	1	-2	-2	12	?	11	-2	0.0	-8	0	102
COC(=O)Cn1c(=NC(=O)c2cc(-c3cccs3)nc3ccccc23)sc2cc(S(N)(=O)=O)ccc21	5	6	13	3	105	5	8	-0.6	-9	-3	98
O=C(NC(Cc1c[nH]c2ccccc12)c1nnc2n1CCCCC2)c1cccs1 (stereo unspecified)	0	-4	0	27	102	17	-2	0.2	-1	0	99
COc1cccc(CN(C)C(=O)c2cccc(OC3CCN(C4CCCC4)CC3)c2)c1	-3	-8	-5	3	96	11	-3	0.8	-3	3	97
COc1ccc(N2C(=O)CCC(C(=O)N3CCCCC3)C2c2ccc(F)cc2)cc1 (stereo unspecified)	1	0	0	16	105	22	-1	0.4	-2	1	104
Cc1cccc(NC(=O)CCN2CCOCC2)c1	-1	-2	0	18	97	8	0	0.7	-2	3	101
COc1ccccc1NC(=O)Cc1coc2cc(C)ccc12	-2	-12	-5	8	87	31	-10	0.2	-8	2	88

Structural class, the compounds so far with bromine
SMILES	Bcl-W Bim block	Bim-Bfl-1	Bcl-XL Bim block	Avidin bead fluor	RGS7-Gao reg	GSH fluor	Bcl-2 Bim block	ABCB1 block	Bim-Bcl-B	ABCG2 inh	RGS4-Gao reg
CCOC(=O)N1CCN(c2cc(=O)n(-c3ccc(Br)cc3)c(=O)[nH]2)CC1	0	-5	-4	5	104	20	0	-2.3	-1	-2	107
O=C(O)C1CN(C(=O)c2cccc(Br)c2)C1	-3	-6	-1	7	113	17	-6	1.0	-3	1	109
Cc1occc1C(=O)NNC(=O)COc1ccc(Br)cc1Br	-6	-3	-7	1	91	8	-4	-0.1	-5	2	90

Compound activity as filed in PubChem.
